Source: PubChem (several laboratories)
TRPC4 PAM: allosteric potentiators of mouse TRPC4 channel. Q9QUQ5. HEK293 TRPC4beta/mu-opioid, DAMGO EC20, Fluo-4 Ca2+ flux; active compounds read high. B-score at 10 µM. actives 0.42% (n = 310,000). AID 2227;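 active = B-score of calcium response area above 5 SD of library B-scores, with initial fluorescence ratio within 5 SD of library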;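 note: B-score of integrated fluorescence ratio over time as area under calcium response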
aSyn UTR inh: 5' untranslated region of α-synuclein, MLPCN primary screen. AID 1813. actives 0.82% (n = 300,000). inhibition, % (tested at 7.5 µM). alpha-synuclein 5'UTR reporter, inhibitor activity; in the data active = inhibition above about 60%;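 note: H4 neuroglioblastoma cells stably carrying SNCA 5'UTR luciferase fusion; 0% = DMSO wells and 100% = positive control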
TRPC4 block: inhibitors of mouse TRPC4 channel; HEK293 TRPC4beta/mu-opioid, DAMGO-evoked Fluo4 calcium flux; active compounds read low; B-score at 10 µM; actives 0.39% (n = 300,000); AID 2247;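 active = B-score over 3 SD under the library average, no early fluorescence shift, positive overall ratio signal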
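Assay system: HEK293 cells with stable TRPC4beta plus mu-opioid receptor expression. Dosing: single dose. Measured by: Fluo4 Ca2+ flux fluorescence. Also added: DAMGO in two steps, submaximal then maximal. Read-out: B score from integrated Fluo4 fluorescence ratio.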
TRPC6 activator: activates the mouse TRPC6 cation channel; B-score at 10 µM; actives 0.13% (n = 310,000); HEK293-TRPC6 membrane potential dye fluorescence; active compounds read high;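 active = B-score of the integrated fluorescence ratio above library mean plus 3 SD, and starting fluorescence ratio within library mean plus 5 SD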;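 note: higher score means more depolarization so channel activation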
Target sequence (Q61143 whole entry, looked up): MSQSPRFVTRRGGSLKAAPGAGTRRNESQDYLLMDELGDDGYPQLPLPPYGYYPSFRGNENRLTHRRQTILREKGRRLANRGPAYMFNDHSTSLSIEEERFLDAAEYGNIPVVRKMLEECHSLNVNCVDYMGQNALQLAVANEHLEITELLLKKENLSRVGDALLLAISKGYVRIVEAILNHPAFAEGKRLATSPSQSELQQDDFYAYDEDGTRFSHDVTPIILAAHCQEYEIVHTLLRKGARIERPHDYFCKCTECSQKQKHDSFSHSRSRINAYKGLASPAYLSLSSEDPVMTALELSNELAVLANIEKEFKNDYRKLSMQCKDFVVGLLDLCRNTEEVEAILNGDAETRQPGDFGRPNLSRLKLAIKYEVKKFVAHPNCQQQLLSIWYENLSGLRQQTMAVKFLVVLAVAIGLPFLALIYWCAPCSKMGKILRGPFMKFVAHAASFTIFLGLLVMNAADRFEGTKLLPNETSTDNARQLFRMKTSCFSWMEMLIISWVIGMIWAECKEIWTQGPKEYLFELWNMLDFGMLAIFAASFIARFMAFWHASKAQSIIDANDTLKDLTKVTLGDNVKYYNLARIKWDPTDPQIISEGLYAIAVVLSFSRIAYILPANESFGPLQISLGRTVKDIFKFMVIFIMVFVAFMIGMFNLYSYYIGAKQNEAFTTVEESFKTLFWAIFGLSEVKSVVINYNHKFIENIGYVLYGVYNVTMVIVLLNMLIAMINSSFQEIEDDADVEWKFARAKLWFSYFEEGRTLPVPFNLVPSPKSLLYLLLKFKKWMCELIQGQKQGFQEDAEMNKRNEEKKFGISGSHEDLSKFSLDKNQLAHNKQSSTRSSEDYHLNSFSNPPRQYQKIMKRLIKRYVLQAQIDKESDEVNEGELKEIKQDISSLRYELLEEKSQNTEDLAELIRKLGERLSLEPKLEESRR
IEC-6 tox: counter-screen for KLF5 inhibitors: cytotoxicity in IEC-6 cells | AID 1825 | inhibition, % at 5 µM | IEC-6 cytotoxicity, luminescence viability | actives 0.78% (n = 290,000); in the data active = inhibition above about 22%;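 note: 0% = plate median of test compound wells and 100% = cytotoxic reference compound wells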
TRPC4 act: TRPC4 (mouse) channel activation; Q9QUQ5; HEK293 TRPC4beta/mu-opioid, Fluo4 calcium fluorescence; active compounds read high; B-score at 10 µM; actives 0.49% (n = 310,000); AID 2237;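 active = B-score above 5 SD of library B-scores, and initial fluorescence ratio not above library mean plus 5 SD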;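 note: positive B-score marks a calcium rise read as TRPC4 activation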
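Material: HEK293 stable line with TRPC4beta plus mu-opioid receptor; technique: Fluo4 calcium-sensitive dye fluorescence, kinetic, 1 Hz baseline; timing: Fluo4 dye loading 45 min at room temperature, 110 s recording; controls: assay buffer as low control, maximal DAMGO as high control; read-out: integrated baseline-normalised fluorescence ratio, converted to per-well B score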
MrgX1 antagonist: blocks BAM8-22 activation of human MrgX1 receptor; Q96LB2; MRGX1-HEK293 calcium flux, Fluo-4, BAM8-22 antagonism; active compounds read low; B-score at 10 µM; actives 1.3% (n = 310,000);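 active = calcium-response B-score plate-corrected more than 3 library SD below zero, starting fluorescence within 5 deviations, no agonist response on first addition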;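 note: peak minus trough fluorescence over baseline after final BAM8-22 challenge near maximal dose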
HIF activator: HIF pathway transcriptional activation; U2OS HRE-luciferase reporter, luminescence; normalized: DMSO 0%, desferrioxamine 100%; activation, % at 7.5 µM (by protocol); actives 0.32% (n = 300,000); AID 1910;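 active = mean activation of at least 10% of the iron chelator positive control signal, with at least half of replicates also reaching 10%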
TRPC6 inhibitor: mouse TRPC6 channel inhibition; actives 1.1% (n = 310,000); B-score at 10 µM; HEK293-TRPC6, membrane potential dye, ACh-evoked depolarization; active compounds read low;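 active = B-score under library mean minus 3 SD, initial fluorescence not abnormally high, positive integrated signal ratio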;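 note: B-score derived from integrated fluorescence ratio over the kinetic read; more negative B-score means stronger inhibition of depolarization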
KLF5 inh: suppresses KLF5 promoter-driven expression; DLD-1 KLF5 promoter-luciferase reporter, luminescence; inhibition, % at 5 µM; actives 0.23% (n = 290,000); AID 1700;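 active = inhibition above a per-plate limit of that plate's mean compound inhibition plus 3 SD, cut at about 60% in these data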;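 note: 0% = DMSO wells and 100% = LY294002 at 200 µM; higher means less KLF5 promoter-driven luciferase light; inactives centre near -14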
SKKanGAS inh: SKKanGAS growth inhibition. S. pyogenes SKKanGAS, kanamycin growth, BacTiter-Glo, 6 h. inhibition, % at 7.5 µM. actives 1.3% (n = 300,000). AID 1662;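 active = mean replicate score, as percent of positive control median, at least 50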;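 note: strain carries kanamycin resistance gene driven by streptokinase promoter and grows in 40 µg/ml kanamycin; loss of luminescence reflects streptokinase promoter inhibition or plain growth inhibition; 0% = median of DMSO wells and 100% = positive control at its reference dose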
Active calls of the source: *; i = inactive; · = not tested or not shown.

SMILES	TRPC4 PAM	aSyn UTR inh	TRPC4 block	TRPC6 activator	IEC-6 tox	TRPC4 act	MrgX1 antagonist	HIF activator	TRPC6 inhibitor	KLF5 inh	SKKanGAS inh
Cc1csc(C(=O)NN)c1N(C)C	i	-13	i	i	4	i	i	0.3	i	-33	-1
O=C(COc1ccc(Cl)cc1Cl)NC(=O)c1ccccc1	i	2	i	i	2	i	i	0.0	i	3	0
Cc1cc(C(=O)N/N=C2\CC(=O)CC(C)(C)C2)n[nH]1	i	-2	i	i	-3	i	i	-0.1	i	-18	4
Cc1ccc(C(=O)CNc2ccc(C)c(Cl)c2)cc1	i	-68	i	i	1	i	i	2.1	i	-7	8
CCOC(=O)c1c(NC(=O)CSc2nnc(-c3c[nH]c4ccccc34)n2CCOC)sc2c1CCCC2	i	24	i	i	-3	i	i	0.5	i	12	31
COc1ccccc1NC(=O)Nc1ccc2c(c1)nc(C)n2C	i	·	i	i	5	i	i	·	i	-120	·
COc1cc(Cl)c(C)cc1NC(=O)CSc1sc2c(O)cc(=O)[nH]c2c1C#N	i	23	i	i	1	i	i	-0.6	i	-12	19
CC(=O)OC(C[N+]1(C)CCCCCC1)c1ccccc1 (stereo not drawn)	i	-13	i	i	-1	i	i	0.6	i	-14	-7
CCOC(=O)c1ccc(N/C=C2/CCCC(C)C2=O)cc1 (stereo not drawn)	i	-153	i	i	5	i	i	2.6	i	8	-2
CCOc1ccc(NC(=O)CSc2nnc(C3CC3)n2C)cc1	i	0	i	i	4	i	i	0.0	i	-2	3
COC(=O)c1sccc1NC(=O)Nc1ccc(C)cc1C	i	5	i	i	-3	i	i	-0.2	i	-31	-1
Cc1ccc([N+](=O)[O-])cc1S(=O)(=O)Nc1ccc(O)c(Sc2ncn[nH]2)c1	i	4	i	i	-2	i	i	-0.5	i	-38	18
O=C(Nc1ccc(N2CCN(C(=O)c3ccccc3F)CC2)cc1)c1cncc(Br)c1	i	-74	i	i	2	i	i	1.0	i	-13	2
CCN(C(=O)COC(=O)c1ccccc1SCC(=O)N1CCCC1)C1CCS(=O)(=O)C1 (stereo not drawn)	i	0	i	i	·	i	i	1.3	i	·	-3
Cc1ccccc1CCN(C(=O)c1csnn1)C(C(=O)NC1CCCC1)c1ccco1 (stereo not drawn)	i	2	i	i	-7	i	i	0.1	i	-29	22
CCOC(=O)CN1N=C(c2ccc(Cl)s2)CSC1=O	i	35	i	i	0	i	i	0.1	i	-1	3
CC(C)(C)c1ccc(Oc2ccc(NC(=O)c3ccccc3C(=O)O)cn2)cc1	i	86*	i	i	10	i	i	1.7	i	-1	4
CCc1ccc(NC(=O)N2CCN(C(=O)C3CCCO3)CC2)cc1 (stereo not drawn)	i	12	i	i	3	i	i	-0.3	i	0	-4
Cc1ccc(OCCn2cc(/C(N)=N/O)c3ccccc32)cc1C	i	5	i	i	2	i	i	0.0	i	-40	1
COC(=O)c1sccc1NC(=O)CC1C(=O)NCCN1C(=O)c1c(F)cccc1Cl (stereo not drawn)	i	·	i	i	-6	i	i	·	i	-43	-5
Cn1c(=O)cc(SCC(=O)NCCCN2CCOCC2)c2ccccc21	i	4	i	i	-2	i	i	-0.3	i	-4	-5
NC(=O)C1CCN(CC(=O)Nc2ccccn2)CC1	i	-8	i	i	1	i	i	-0.1	i	-7	1
Cc1ccc2c(c1)N(CC(=O)NCc1ccco1)C(=O)C(C(C)C)O2 (stereo not drawn)	i	11	i	i	-6	i	i	0.4	i	-7	3
O=C(N/N=C/c1ccc(F)cc1)c1cc(-c2ccco2)nc2ccccc12	i	10	i	i	-7	i	i	4.6	i	7	2
CCN(CC)C(=O)c1sc(NC(=O)c2ccoc2C)c(C(=O)OC)c1C	i	-8	i	i	0	i	i	0.1	i	-16	32
CCOc1ccc(NC(=O)n2ncc3c(C)cccc32)cc1	i	-179	i	i	3	i	i	2.6	i	-66	-2
COCc1cc(Sc2ccc(OC)cc2)nc(-c2ccccc2)n1	i	30	i	i	-5	i	i	-0.2	i	-64	-4
Cn1c(=O)c2c(nc(CN3CCN(c4cccc(Cl)c4)CC3)n2CCc2ccccc2)n(C)c1=O	i	27	i	i	7	i	i	-0.7	i	-8	21
CSc1sccc1/C=N/O	i	1	i	i	5	i	i	0.5	i	-4	-2
O=C(O)CCC(=O)Nc1ccc(Oc2ncnc3cc(Cl)ccc23)nc1	i	3	i	i	-5	i	i	0.0	i	-17	-1
CC1(C)CC2CC(C)(CN2S(=O)(=O)c2ccc(N)cc2)C1 (stereo not drawn)	i	28	i	i	-1	i	i	-1.4	i	-13	-4
COc1ccc(N(C(=O)c2csnn2)C(C(=O)NC2CCCC2)c2cccs2)cc1 (stereo not drawn)	i	5	i	i	-5	i	i	0.0	i	-17	24
Cc1nn(C)c(C)c1C1C(C#N)=C(N)OC2=C1C(=O)CC(C)(C)C2 (stereo not drawn)	i	-4	i	i	-1	i	i	-0.4	i	-3	0
CC(=O)Nc1cccc(N/C(N)=N/c2nc(C)cc(C)n2)c1	i	-20	i	i	6	i	i	0.0	i	-23	-2
CC1(C)CC(=O)C2=C(C1)NC(SCC(=O)Nc1ccccc1)=C(C#N)C2c1ccco1 (stereo not drawn)	i	9	i	i	-3	i	i	0.2	i	-10	8
CN(C)S(=O)(=O)c1ccc(C(=O)OCC(=O)NC(=O)NCc2ccccc2)cc1	i	10	i	i	3	i	i	-0.6	i	8	-2
Cc1ccccc1NC(=O)/C=C/c1cccs1	i	-119	i	i	-6	i	i	1.9	i	-79	0
CC1CCCCN1S(=O)(=O)c1cnc(Cl)c(Br)c1 (stereo not drawn)	i	-18	i	18*	0	i	i	0.3	i	-17	0
CN1c2ccc(C=O)c3c(C=O)ccc(c23)N(C)C1(C)C	i	67*	i	i	0	i	i	-5.4	i	-17	9
CCOc1ccc(NC(=O)c2ccc(OC)cc2)cc1	i	-114	i	i	3	i	i	3.0	i	-75	0
COc1ccc(/C(C)=N/OCC(=O)N=Nc2c(O)[nH]c3ccccc23)cc1	i	-22	i	i	-2	i	i	-0.3	i	-30	20
CCN(CC)C(=O)C(=O)N/N=C/c1ccc(C(=O)O)cc1	i	-5	i	i	-8	i	i	-0.4	i	-20	5
CCCn1c(SCC(=O)NCc2ccco2)nnc1-c1ccncc1	i	-11	i	i	5	i	i	-0.2	i	-22	-6
Nc1cccnc1Sc1ccc([N+](=O)[O-])cn1	i	-10	i	i	2	i	·	0.1	i	-30	3
O=C(NCCc1ccccc1F)C1CCC(=O)N(CCCN2CCCC2=O)C1 (stereo not drawn)	i	-32	i	i	-1	i	i	-1.0	i	-31	-1
CC(=O)NC(CC(=O)NC12CC3CC(CC(C3)C1)C2)c1ccccc1 (stereo not drawn)	i	14	i	i	4	i	i	-0.5	i	2	5
CCN1CCN(C(c2cccs2)C(C)NC(=O)c2cccc(OC)c2)CC1 (stereo not drawn)	i	-14	i	i	4	i	i	-0.2	i	-20	-2
COc1cccc(CNC(=O)CC2C(=O)NCCN2CCCc2ccccc2)c1 (stereo not drawn)	i	4	i	i	1	i	i	-0.2	i	-40	1

Brought forward from above: 3 compounds; new compounds follow.
SMILES	TRPC4 PAM	aSyn UTR inh	TRPC4 block	TRPC6 activator	IEC-6 tox	TRPC4 act	MrgX1 antagonist	HIF activator	TRPC6 inhibitor	KLF5 inh	SKKanGAS inh
CC(=O)NC(CC(=O)NC12CC3CC(CC(C3)C1)C2)c1ccccc1 (stereo not drawn)	i	14	i	i	4	i	i	-0.5	i	2	5
CCN1CCN(C(c2cccs2)C(C)NC(=O)c2cccc(OC)c2)CC1 (stereo not drawn)	i	-14	i	i	4	i	i	-0.2	i	-20	-2
COc1cccc(CNC(=O)CC2C(=O)NCCN2CCCc2ccccc2)c1 (stereo not drawn)	i	4	i	i	1	i	i	-0.2	i	-40	1
COc1ccc2ccccc2c1CNCCCN1CCOCC1	i	·	i	i	2	i	i	·	i	-2	·
C=COC(=O)CSc1snc(SCC(=O)OC)c1C#N	i	-10	i	i	-3	i	i	0.2	i	-36	-4
O=C1COc2ccc(S(=O)(=O)Nc3ccc4c(c3)OCO4)cc2N1	i	-3	i	i	2	i	i	0.2	i	11	-11
COC(=O)CS(=O)(=O)c1ccsc1C(=O)Nc1ccc(F)cc1	i	-5	i	i	-2	i	i	-0.5	i	1	-1
Cc1ccc(NC(=O)CN2CCN(CCN=CC3=C(O)CC(c4ccccc4)CC3=O)CC2)cc1 (stereo not drawn)	i	-6	i	i	6	i	i	-0.4	i	-10	6
S=C(Nc1ccc(N2CCOCC2)cc1)Nc1ccc2snnc2c1	i	-41	i	i	-7	i	i	-2.0	i	4	-12
CC(=O)N(C)c1ccc(NC(=O)Nc2ccccc2C)cc1	i	-107	i	i	-6	i	i	1.0	i	-90	1
COc1ccc2c(c1)C1=NN(/C(C)=C/C(C)=O)C(c3ccc(F)cc3)C1CC2 (stereo not drawn)	i	-78	i	i	14	i	i	2.1	i	-36	1
COCCCNC(=O)CCCn1c(=O)c2ccccc2n(CC(=O)Nc2c(C)cc(C)cc2C)c1=O	i	-5	i	i	-5	i	i	-0.3	i	1	-5
CC(NC(=O)C1CC2CCCC(C1)C2=O)c1ccccc1 (stereo not drawn)	i	4	i	i	4	i	i	-0.2	i	-27	1
CC1(C)CC(=O)C(N=Nc2ccc(OC(F)F)cc2)=C(O)C1	i	-15	i	i	-7	i	i	0.5	i	-16	1
Clc1ccc(CNc2nc(CN3CCOCC3)nc3scc(-c4ccccc4)c23)cc1	i	-9	i	i	-5	i	i	-1.0	i	-12	-14
CSc1nc2ccccc2cc1/C=C(\C#N)c1ccc(Cl)cc1Cl	i	-8	i	i	7	i	i	0.3	i	-26	4
COc1ccc(N(CC(=O)Nc2cccc(C(F)(F)F)c2)S(C)(=O)=O)cc1	i	-18	i	i	-1	i	i	0.2	i	-36	1
Cc1ccc(-c2cc([C@H]3[C@H]4C=CC[C@@H](C)[C@@H]4C(=O)N3Cc3ccccc3)ccc2F)cc1	i	9	i	i	·	i	i	-0.3	i	·	36
CCN(C1CCCCC1)S(=O)(=O)c1c(C)n(C)c(=O)n(C)c1=O	i	8	i	i	·	i	i	-0.3	i	·	-13
CCOc1ccc(CN(C)CC(=O)Nc2cccc3ccccc23)cc1OC	i	-12	i	i	1	i	i	0.0	i	-16	-5
Cc1cc(NC(=O)NC(=O)c2ccc(F)cc2F)n[nH]1	i	-15	i	i	-4	i	i	-0.1	i	-61	6
